Mcl1-Bid inh: disrupts binding of human Mcl-1 to Bid peptide; TR-FRET Mcl-1/Bid-Dy647 peptide binding, 1536-well; inhibition, % at 21.7 µM; hit rate 0.97% among 220,000; AID 1021;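 active = compounds that cut the binding signal by more than half at the single screening dose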;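 note: His-tagged Mcl-1 with europium anti-His antibody binding Bid BH3 peptide; 0% = Mcl-1 plus peptide wells and 100% = peptide-only wells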
Target sequence (Q07820 whole entry, looked up): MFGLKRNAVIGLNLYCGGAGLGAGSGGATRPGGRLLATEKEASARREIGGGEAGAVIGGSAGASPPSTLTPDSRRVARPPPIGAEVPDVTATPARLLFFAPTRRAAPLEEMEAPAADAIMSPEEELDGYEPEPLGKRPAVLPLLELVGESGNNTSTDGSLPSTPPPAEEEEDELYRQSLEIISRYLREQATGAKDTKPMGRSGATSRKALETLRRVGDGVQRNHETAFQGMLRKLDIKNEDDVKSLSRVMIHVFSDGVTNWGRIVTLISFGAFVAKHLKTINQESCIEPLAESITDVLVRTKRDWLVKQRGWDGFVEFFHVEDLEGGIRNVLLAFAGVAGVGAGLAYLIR
Avidin bead fluor: avidin bead compound fluorescence profile; Avidin beads, compound fluorescence 488/530 nm, flow cytometry; stronger effect = higher value; fluorescence (KMESF) at 10 µM; hit rate 0.38% among 220,000; in the data active = fluorescence above about 47; note: inactives centre near 10
Rac1 wt modul: human Rac1 wildtype GTP binding, inhibitors and activators; P63000; GST-Rac1 beads, fluorescent GTP binding, flow cytometry; actives lie on both sides; 0 = cold GTP competed, 100 = untreated; GTP binding activity (% of control), % at 10 µM; hit rate 0.27% among 190,000;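 active = GTP binding activity at least 20 points away from the 100% control level, either lower or higher; inconclusive = compound flagged as likely green fluorescent, judged across all proteins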
Mcl1-Noxa inh: Mcl-1/Noxa interaction inhibition; hit rate 1.5% among 220,000; inhibition, % at 21.7 µM; TR-FRET Mcl-1/Noxa peptide binding, 2 h; Q07820;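 active = compounds that cut the protein-peptide binding signal by more than 50% relative to plate controls in a single-dose test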;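 note: His-tagged Mcl-1 with rhodamine Noxa BH3 peptide and terbium anti-His antibody; 0% = Mcl-1 plus Noxa peptide wells and 100% = peptide-only wells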
Cdc42 wt GTP: human Cdc42 wildtype GTP binding change, either direction | GST-Cdc42 beads, Bodipy-GTP binding, flow cytometry; actives lie on both sides | percent activity (GTP binding), % at 10 µM | hit rate 0.2% among 190,000;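 active = percent activity GTP binding at least 20 points away from the 100% baseline, either down as inhibitor or up as activator; inconclusive = compound flagged as likely green fluorescent from well-wide comparison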;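 note: median bead fluorescence of bound Bodipy-FL-GTP at 100 nM; 0% = excess unlabeled GTP control and 100% = no compound control; below 100% means less GTP binding so inhibitor and above means activator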
Target sequence (P60953 whole entry, looked up): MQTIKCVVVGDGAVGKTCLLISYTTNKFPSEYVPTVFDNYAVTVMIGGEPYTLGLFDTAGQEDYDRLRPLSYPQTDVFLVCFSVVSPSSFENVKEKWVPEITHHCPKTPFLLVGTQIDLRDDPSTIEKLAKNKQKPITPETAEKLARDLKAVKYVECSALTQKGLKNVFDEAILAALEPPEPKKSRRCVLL
Bim-Mcl-1: inhibitors of Bim-Mcl-1 interaction, human; inhibition, % at 10 µM; hit rate 0.1% among 190,000; Bead-based flow cytometry, Bim peptide-Mcl-1 binding; Q07820; in the data active = inhibition above about 40%;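 note: 0% = no compound tracer wells and 100% = peptide blocker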
Rac1 mut GTP: modulators of GTP binding to human Rac1 activated mutant. GST-Rac1 activated beads, fluorescent GTP binding, flow cytometry; actives lie on both sides; 100% means binding = to untreated wells. hit rate 0.11% among 190,000. P63000. percent activity (GTP binding), % at 10 µM;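 active = GTP binding at least 20 percentage points away from the 100% baseline, in either direction, so actives lie on both sides; inconclusive = Compound likely fluorescent itself, or too few beads counted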
HRas wt GTP: modulators of GTP binding to human HRas wildtype; P01112; GST-Ras wt beads, Bodipy-FL-GTP binding, flow cytometry; actives lie on both sides; GTP binding activity, % at 10 µM; hit rate 0.14% among 190,000; AID 759;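 active = GTP binding activity at least 20% away from the 100% baseline, either lowered as inhibitor or raised as activator; inconclusive = flagged as likely green fluorescent, judged across all proteins in the well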;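 note: 0% = unlabeled GTP competition control and 100% = no-compound control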
Target sequence (P01112 whole entry, looked up): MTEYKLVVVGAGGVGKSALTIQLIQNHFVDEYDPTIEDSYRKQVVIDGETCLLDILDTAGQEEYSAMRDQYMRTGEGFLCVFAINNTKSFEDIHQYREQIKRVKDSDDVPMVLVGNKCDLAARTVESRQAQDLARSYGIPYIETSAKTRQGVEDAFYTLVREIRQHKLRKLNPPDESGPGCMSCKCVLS
Rab7 wt GTP bind: modulators of GTP binding to dog Rab7 wildtype GTPase. GST-Rab7 beads, fluorescent GTP binding, flow cytometry; actives lie on both sides; untreated = 100%, excess cold GTP = 0%. GTP binding activity (percent of control), % at 10 µM. hit rate 0.055% among 190,000;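 active = fluorescent GTP binding to Rab7 beads changed by at least 20 points from the 100% baseline, either direction, mostly lower; inconclusive = compound itself probably fluorescent, or too few beads counted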;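 note: median green fluorescence of bound Bodipy-FL-GTP per Rab7 bead population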
Pf gamet viab: inhibitors of late stage P. falciparum gametocyte viability; P. falciparum stage V gametocytes, ATP luminescence, 24 h; inhibition, % at 10.9 µM; hit rate 0.065% among 150,000;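 active = inhibition above the mean plus 3 SD of compounds within the control limits, set per campaign, cut at about 38% in these data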;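 note: 0% = DMSO wells and 100% = medium only without gametocytes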
Rab2A wt mod: changes GTP binding to wildtype dog Rab2A, up or down; P61105; GST-Rab2 wt beads, Bodipy-GTP binding, flow cytometry; GTP binding activity, % at 10 µM; hit rate 0.19% among 190,000;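 active = GTP binding activity at least 20 points away from 100%, either lowered or raised; inconclusive = signal likely due to the compound's own green fluorescence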;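 note: 0% = beads with excess unlabeled GTP and 100% = no-compound control corrected for plate trend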
Starred values were filed as active, the others as inactive; ? = inconclusive; / = not tested or not shown.

SMILES | Mcl1-Bid inh | Avidin bead fluor | Rac1 wt modul | Mcl1-Noxa inh | Cdc42 wt GTP | Bim-Mcl-1 | Rac1 mut GTP | HRas wt GTP | Rab7 wt GTP bind | Pf gamet viab | Rab2A wt mod
COc1ccc(NC(=S)NNC(=O)c2ccccc2OC(F)F)cc1 | -62 | 6 | 101 | -21 | 101 | -2 | 97 | 100 | 101 | / | 101
COc1cccc2cc(-c3nnc(-c4ccccc4)o3)c(=O)oc12 | -5 | 11 | 102 | 17 | 94 | 0 | 95 | 95 | 94 | 4 | 93
Cc1nc(-c2ccccc2)nc2[nH]ccc(=O)c12 | 20 | 13 | 102 | 22 | 102 | 0 | 102 | 102 | 103 | -5 | 102
COC(=O)Cc1ccc(N(Cc2ccccc2F)S(=O)(=O)c2ccc(Cl)cc2)cc1 | -1 | 6 | 102 | 12 | 95 | -3 | 97 | 101 | 103 | -6 | 99
Cc1ccc(CNC(=O)CCCOc2cc(=O)n(C)c3ccccc23)o1 | -44 | 12 | 106 | -5 | 101 | -1 | 100 | 99 | 100 | 2 | 102
CC(NC(=O)C1CC=CCC1C(=O)O)C1CC2CCC1C2 (centres undefined) | -48 | 36 | 101 | -1 | 104 | 0 | 98 | 102 | 100 | / | 100
CCN(CC)c1c([N+](=O)[O-])c(=O)n(C)c2ccccc12 | -20 | 9 | 99 | 6 | 93 | -3 | 95 | 94 | 102 | 13 | 98
C=CCN1CC2(c3ccccc3)CN(CC=C)CC(c3ccccc3)(C1)C2=O | -46 | 9 | 97 | -6 | 97 | 0 | 96 | 100 | 107 | -13 | 102
C=CCn1c(C)cc(C(=O)CN2NS(=O)(=O)c3ccccc3C2=O)c1C | -29 | 10 | 98 | 8 | 97 | 0 | 95 | 99 | 104 | 8 | 99
CCCCC(=O)N/N=C/c1ccc(Sc2cccc3cccnc23)o1 | 3 | 23 | 98 | 0 | 98 | -1 | 96 | 98 | 97 | / | 96
CC(C)N(Cc1nc(-c2ccc(Cl)cc2)no1)C(=O)C12CC3CC(CC(C3)C1)C2 | 7 | 15 | 95 | -11 | 98 | -3 | 92 | 100 | 98 | 8 | 95
COc1cccc(-c2nc(CS(=O)(=O)CC(=O)Nc3cccc(C)c3C)c(C)o2)c1 | -3 | 7 | 102 | -5 | 101 | 2 | 98 | 101 | 99 | / | 102
Cc1[nH]c2ccccc2c1C1=NNC(=Nc2ccc(F)cc2)SC1 | 1 | 11 | 105 | 34 | 101 | -4 | 99 | 100 | 98 | -4 | 99
Cc1c(Cc2ccccc2)c(=O)oc2cc(OCc3ccc(C(=O)O)cc3)ccc12 | 7 | 15 | ? | 5 | ? | 0 | ? | ? | ? | 1 | ?
Cc1ccc(/C=N/NC(=O)CNC(=O)c2ccc(S(=O)(=O)N(C)C)cc2)o1 | -17 | 23 | 112 | 4 | 101 | 0 | 102 | 101 | 107 | 0 | 101
CCCN1C(=O)C(O)(CC(=O)c2ccc3c(c2)OCCO3)c2ccccc21 (centres undefined) | -5 | 8 | 98 | 9 | 98 | 0 | 95 | 96 | 97 | -4 | 95
COc1cc(-n2c(=O)c3ccccc3n(Cc3cccc(F)c3)c2=O)cc(OC)c1OC | 1 | 12 | 98 | 6 | 96 | -2 | 96 | 99 | 107 | 15 | 99
O=S(=O)(NCc1ccccc1)c1cccc2cccnc12 | -26 | 12 | 103 | -2 | 99 | 0 | 101 | 98 | 95 | -6 | 97
Cc1nc2ccc(NC(=O)/C=C/C(=O)O)cc2nc1C | -9 | 10 | 94 | 24 | 92 | 0 | 92 | 94 | 94 | 17 | 95
C/C(CCc1ccco1)=N/NC(=O)CCC(=O)Nc1cccc(Cl)c1 | -48 | 8 | 100 | 5 | 99 | 0 | 98 | 100 | 98 | 6 | 99
Cc1nc(NC(=O)c2cccs2)ccc1Br | -16 | 9 | 100 | 10 | 95 | 1 | 97 | 97 | 96 | / | 97
Cc1ccc(N2CC(C(=O)NC3CCSC3=O)CC2=O)cc1 (centres undefined) | -16 | 7 | 98 | 8 | 99 | -4 | 99 | 97 | 97 | -13 | 96
O=[N+]([O-])c1cnn(-c2nc(-c3cccs3)cc(C(F)(F)F)n2)c1 | -8 | 12 | 98 | 1 | 91 | 2 | 95 | 93 | 98 | 12 | 93
Cc1ccc(C)c(NC(=S)N(Cc2ccc(Cl)cc2)Cc2ccc(C(=O)O)cc2)c1 | -13 | 9 | 104 | 8 | 99 | -3 | 94 | 100 | 96 | 17 | 98
COc1ccc(CN=C2Nc3ccccc3CS2)cc1 | -6 | 11 | ? | 0 | ? | -2 | ? | ? | ? | 18 | ?
CCN(CC)C(c1ccc(F)cc1)c1nnnn1C1CCCCC1 (centres undefined) | 8 | 11 | 105 | 9 | 104 | 2 | 100 | 101 | 104 | -5 | 102
ON=C1/C(=N\O)CC2(C/C1=N/O)OCCO2 | -3 | 12 | 95 | 12 | 95 | 0 | 96 | 95 | 96 | / | 92
CC(C)NC(=S)Nc1ccc2cn[nH]c2c1 | -17 | 11 | 103 | 28 | 102 | -2 | 99 | 99 | 98 | -3 | 97
CC(C)N(C=O)C1(C(=O)NC2CCCCC2)CCCCC1 | -12 | 16 | 96 | -10 | 100 | 0 | 96 | 98 | 96 | -15 | 98
CCN(CC)CCN1C(=O)c2ccccc2NC1c1ccc(C)cc1 (centres undefined) | -24 | 8 | 107 | 4 | 105 | 0 | 101 | 105 | 102 | -5 | 102
Cc1cc(C(=O)N/N=C/c2ccc(O)c(O)c2O)c(C)n1-c1ccccc1 | -114 | 8 | 101 | 73* | 104 | 2 | 96 | 100 | 100 | 0 | 101
Cc1cc([N+](=O)[O-])nn1Cc1ccc(C(=O)N/N=C/c2ccccc2)cc1 | -7 | 19 | 100 | 18 | 99 | -3 | 100 | 98 | 99 | 5 | 94
CCCC(NS(=O)(=O)c1ccc(Br)cc1)C(=O)O (centres undefined) | / | 6 | 95 | / | 94 | 5 | 95 | 94 | 93 | -2 | 97
Cc1ccc(-c2nc3cccnc3s2)cc1NC(=O)C1c2ccccc2Oc2ccccc21 | -24 | 12 | 100 | -315 | 99 | -1 | 95 | 102 | 103 | / | 100
Cc1ccc(-n2c(=O)c3ccccc3n(CC(=O)C(C)(C)C)c2=O)cc1 | 0 | 13 | 106 | 7 | 101 | -2 | 98 | 98 | 103 | 12 | 97
CC(=O)c1c(N2CCOCC2)nc(=S)n(-c2ccc([N+](=O)[O-])cc2)c1C | -5 | 6 | 103 | 25 | 98 | 0 | 97 | 98 | 100 | / | 96
Cc1nc(NS(=O)(=O)c2ccccc2)sc1NC(=O)OCCN(C)C | -17 | 10 | 98 | 11 | 98 | -3 | 96 | 100 | 96 | -8 | 96
COc1ccc2c(CCNC(=O)Nc3ccccc3)c[nH]c2c1 | -66 | 3 | 96 | 18 | 95 | 3 | 96 | 95 | 93 | 6 | 95
CC(NC(=O)CCSc1nc(-c2ccc3c(c2)OCO3)cc(C(F)(F)F)n1)c1ccccc1 (centres undefined) | -12 | 33 | 99 | 2 | 98 | -2 | 97 | 97 | 100 | / | 98
CC(=O)N(Cc1cccs1)Cc1cc2cc(C)c(C)cc2nc1Cl | 1 | 13 | 102 | 6 | 98 | -5 | 93 | 96 | 99 | -11 | 98
CCCCNC(=O)c1cc2c(=O)n3cccc(C)c3nc2n(CCN2CCOCC2)c1=N | -2 | 35 | 104 | -2 | 102 | 10 | 99 | 101 | 103 | / | 99
Cc1cc(C)nc(-n2nc(C)c3c(C)c(C)c(C)nc32)n1 | -5 | 9 | 102 | -2 | 103 | -3 | 98 | 99 | 98 | / | 101
O=C(Nc1nc2c(s1)CCCC2)c1ccc(S(=O)(=O)N2CCCc3ccccc32)cc1 | -32 | 14 | 108 | 4 | 102 | -4 | 101 | 99 | 103 | 0 | 98
CCOC(=O)N1CCN(C(=O)Cn2nc(-c3ccc(Cl)cc3)ccc2=O)CC1 | -3 | 12 | 94 | 8 | 94 | -8 | 95 | 97 | 99 | -10 | 99
O=C(NCN1CCN(c2ccccc2F)CC1)c1ccccc1 | -9 | 10 | 99 | -16 | 99 | -3 | 97 | 97 | 98 | -46 | 99
COc1ccc(NC(=O)c2ccc(-c3ccc([N+](=O)[O-])cc3)o2)cc1 | 2 | 9 | 93 | 51* | 91 | 0 | 92 | 95 | 103 | -13 | 94
COCCCn1cnnc1SCC(=O)Nc1ccc(S(=O)(=O)N2CCCC2)cc1 | -7 | 12 | 109 | -15 | 102 | -2 | 102 | 103 | 105 | 10 | 107
COc1cc2c(cc1OC)C1=C(C#N)CC/C(=N\S(=O)(=O)c3cccc(Cl)c3)N1CC2 | -2 | 9 | 98 | 32 | 97 | -1 | 96 | 97 | 96 | 12 | 96
CCCn1c2c(c(O)c(C(=O)Nc3nc4ccccc4s3)c1=O)CCCC2 | 14 | 6 | 100 | 18 | 98 | 2 | 97 | 98 | 97 | 10 | 97
COc1ccc(N2C(=O)CC(N(Cc3ccc(S(N)(=O)=O)cc3)C(C)=O)C2=O)cc1 (centres undefined) | -12 | 10 | 98 | 15 | 100 | -4 | 96 | 98 | 98 | 20 | 99
Cc1nn(CC2CCCCC2)c(N)c1-c1ccccc1 | -30 | 8 | 102 | 3 | 105 | -2 | 101 | 103 | 100 | / | 104
COc1ccc2ccccc2c1CNCc1ccccn1 | 12 | 14 | 104 | 28 | 103 | -3 | 99 | 104 | 105 | / | 105
CCCOc1cccc(C(=O)Nc2cccnc2)c1 | 2 | 7 | 110 | 13 | 106 | -1 | 101 | 103 | 103 | / | 104
Cc1ccc(Nc2nc(-c3sc(NC(=O)c4ccco4)nc3C)cs2)cc1 | -4 | 10 | 96 | 37 | 97 | -2 | 94 | 95 | 96 | 4 | 94
CCN1CCN(c2cc(C)c3cc(NC(=O)c4cccnc4Cl)ccc3n2)CC1 | -5 | 7 | 103 | 28 | 100 | -2 | 101 | 100 | 99 | / | 98
CN1CCN(C(=O)c2ccccc2-c2nc(-c3ccccc3)no2)CC1 | -34 | 8 | 106 | 5 | 102 | -1 | 101 | 102 | 102 | -31 | 101

Screening results as filed in PubChem.
